Tau fluor cs = counter-screen for tau fibril formation inhibitors | Potency, µM (highest dose often 57.7 µM), for inactives: at the top dose activity change, negative = decrease | tau K18 P301L Alexa594 fluorescence, heparin fibrillization | actives 0.93% (n = 280,000); note: potency is the fitted concentration of half-maximal effect; % is set by controls: 0 for no effect and ±100 for the full control effect; nearly all actives have a fitted effect of over 55% in size
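Human tau K18 P301L (15 uM unlabeled, 0.24 uM Alexa 594-labeled) in 100 mM sodium acetate pH 7 with 20 uM heparin, 6 hr at 37 C. ThT 30 uM added, 1 hr ambient; Alexa 594 FP and total fluorescence read at 555/632 nm.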
NPSR antag = antagonists of human neuropeptide S receptor cAMP signaling; Q6W5P4; CHO-NPSR cells, cAMP TR-FRET, antagonist mode; Potency, µM (titrated, usually from 38.3 µM), inactives show top-dose activity change, negative = inhibition, hits mostly inhibitors; actives 1% (n = 220,000); AID 1461; note: potency is the fitted concentration of half-maximal effect; % is set by controls: 0 for no effect and ±100 for the full control effect; nearly all actives have a fitted effect of over 50% in size; many of its hits are not listed in these tables
GLA spleen mod = alpha-galactosidase A (human) modulation; P06280; human spleen homogenate, 4MU-alpha-Gal fluorescence, 40 min; Potency, µM (titrated, usually from 80 µM), without a hit: at the top dose activity change, negative = inhibition, actives largely listed as inhibitors; actives 0.008% (n = 240,000); AID 2107;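 note: potency is the fitted concentration of half-maximal effect; 0% = enzyme with vehicle and -100% = no enzyme basal signal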
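Spleen homogenate 1 ug + cpd (titration) + 4-MU-alpha-D-galactopyranoside 1 mM; 37C 40 min; 50 mM citrate/phosphate pH 5.0, 0.01% Tween-20; stop pH 10; fluorescence 365/440; AC50 via Hill.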
Epigenetic reg = derepresses silenced GFP reporter in murine cells | murine LDR cells, GFP reporter derepression, 30 h | actives 0.2% (n = 280,000) | Potency, µM (top dose mostly 53.9 µM), inactives show at the top dose GFP activation, actives largely listed as activators; note: potency is the fitted concentration of half-maximal effect; % of control where 0% means no effect; nearly all actives have a fitted effect of over 60% in size
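Murine LDR cells bearing a silenced CMV-driven GFP reporter were exposed to compound for 30 h at 37 C. After PBS washes, GFP-positive cells (20-120 um objects) counted by laser-scanning microplate cytometry.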
Tau FP inhib = inhibitors of human tau fibril formation; P10636; K18 P301L tau heparin fibrillization, Alexa594 FP, 6 h; Potency, µM (doses to about 57.7 µM), without a hit: at the top dose activity, negative = inhibition, hits mostly inhibitors; actives 0.39% (n = 280,000); note: potency is the fitted concentration of half-maximal effect; % is set by controls: 0 for no effect and ±100 for the full control effect; nearly all actives have a fitted effect of over 55% in size
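Quantitative HTS format: compounds meet 15 uM recombinant K18 P301L tau and Alexa 594-tau tracer in 100 mM sodium acetate pH 7; 20 uM heparin triggers fibrillization at 37 C over 6 hr; FP gives the signal.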
TRb-SRC2 inh = disrupts binding of human TR beta to SRC2. P10828. TRbeta-SRC2 peptide binding, fluorescence polarization; receptor liganded with 1 µM T3. Potency, µM (titrated, usually from 106 µM), for inactives: top-dose activity change, negative = inhibition, most hits filed as inhibitors. actives 0.065% (n = 280,000);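 note: potency is the fitted concentration of half-maximal effect; plate controls were bound peptide for no effect and peptide without receptor for full effect; nearly all actives have a fitted effect of over 50% in size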
Target sequence (P10828 whole entry, looked up): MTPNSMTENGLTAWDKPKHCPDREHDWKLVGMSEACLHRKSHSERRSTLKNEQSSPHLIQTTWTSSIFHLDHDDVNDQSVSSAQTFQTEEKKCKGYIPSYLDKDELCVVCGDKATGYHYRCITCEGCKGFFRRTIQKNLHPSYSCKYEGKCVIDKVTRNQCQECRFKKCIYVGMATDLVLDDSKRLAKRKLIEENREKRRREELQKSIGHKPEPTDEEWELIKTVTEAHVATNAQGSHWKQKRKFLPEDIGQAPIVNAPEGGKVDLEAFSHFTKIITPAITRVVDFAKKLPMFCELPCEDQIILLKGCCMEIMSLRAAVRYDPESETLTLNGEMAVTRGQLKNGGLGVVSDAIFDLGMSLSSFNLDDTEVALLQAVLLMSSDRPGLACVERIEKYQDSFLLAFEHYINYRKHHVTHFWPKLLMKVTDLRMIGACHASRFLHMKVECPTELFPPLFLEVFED
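Binding of a 20-amino-acid Texas Red SRC2 peptide (20 nM) to TRb ligand-binding domain (0.6 uM) with agonist T3 at 1 uM was followed by fluorescence polarization after a 5 hr room-temperature incubation.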
TexasRed fluor = Texas Red fluorescence interference in TRb-SRC2 counter-screen; actives 0.29% (n = 280,000); Potency, µM (doses to about 106 µM), for the others: at the top dose fluorescence change, negative = quenching; TRb/SRC2 Texas Red total fluorescence interference; active = well fitted curve in either direction with a large enough effect; inconclusive = small, poorly fitted or top-dose-only effect; note: potency is the fitted concentration of half-maximal effect; % is set by controls: 0 for no effect and ±100 for the full control effect
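Human TRb ligand-binding domain at 0.6 uM with 20 nM Texas Red SRC2 peptide in Tris buffer containing 1 uM T3 and 5% DMSO, incubated with compound 5 h at ambient temperature. Total fluorescence (555/632 nm) calculated as parallel + 2 × perpendicular.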
CBFb-RUNX1 inh = blocks binding between human CBF-beta and RUNX1; Q01196+Q13951; AlphaScreen CBFb-His/RUNX1-biotin binding, biochemical; Potency, µM (doses to about 59.8 µM), inactives show at the highest dose activity, negative = inhibition, hits mostly inhibitors; 230,000 tested, under 10 active; AID 1477; note: % of control where 0% means no effect
Target sequence (Q01196 whole entry, looked up): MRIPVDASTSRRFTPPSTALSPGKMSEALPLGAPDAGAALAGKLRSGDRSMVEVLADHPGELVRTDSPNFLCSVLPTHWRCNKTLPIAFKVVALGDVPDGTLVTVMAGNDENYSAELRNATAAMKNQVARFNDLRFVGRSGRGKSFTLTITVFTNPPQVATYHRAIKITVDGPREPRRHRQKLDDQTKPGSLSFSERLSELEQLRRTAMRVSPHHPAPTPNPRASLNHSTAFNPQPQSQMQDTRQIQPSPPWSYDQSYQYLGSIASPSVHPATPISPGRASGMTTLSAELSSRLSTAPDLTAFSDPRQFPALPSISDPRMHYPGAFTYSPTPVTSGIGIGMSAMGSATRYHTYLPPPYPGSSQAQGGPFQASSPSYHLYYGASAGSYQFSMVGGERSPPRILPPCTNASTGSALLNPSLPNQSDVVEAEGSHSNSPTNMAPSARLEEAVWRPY
Target sequence (Q13951 whole entry, looked up): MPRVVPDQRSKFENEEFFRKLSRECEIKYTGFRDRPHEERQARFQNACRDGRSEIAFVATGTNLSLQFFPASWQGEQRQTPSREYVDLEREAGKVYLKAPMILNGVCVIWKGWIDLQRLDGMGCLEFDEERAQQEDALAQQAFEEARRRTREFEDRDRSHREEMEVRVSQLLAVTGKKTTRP
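Inhibition was taken as any reduction in AlphaScreen signal from the CBF-beta–RUNX1 pair (His and biotin tags, 30 nM each), measured after compound (15 min) and bead (90 min) incubations at room temperature.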
Starred values were filed as active, the others as inactive; ? = inconclusive; . = not tested or not shown; & = joins results of further samples; [ ] = remark or other dose. Unless noted, calls come from the whole dose curve; as a rule, active = well fitted curve in the direction sought with a large enough effect; inconclusive = small, poorly fitted or top-dose-only effect, or another doubt; inactive = no such curve, though single readings can be large; an effect the other way counts as inactive or inconclusive.

SMILES	Tau fluor cs	NPSR antag	GLA spleen mod	Epigenetic reg	Tau FP inhib	TRb-SRC2 inh	TexasRed fluor	CBFb-RUNX1 inh
CN1C(=O)CSc2ccc(NC(=O)NCCC3=CCCCC3)cc21	14µM*[quencher]	-8%[46.1 µM]	3%	-4.4%	?	4%	-2%	1%
CCOc1ccccc1NC(=O)COC(=O)CN(C)S(=O)(=O)c1ccc(C)cc1	5%	10%	2%	0.0%	3%	1%	-3%	-4%
Cc1cccn2cc(CNc3ccccc3)nc12	0%	-5%[46.1 µM]	10%	1.3%	6%	-12%	1%	-3%
Cn1ncc(C(N)=O)c1NC(=S)NC(=O)c1ccc(Br)o1	-9%	8%	-6%	0.9%	1%	-2%	3%	8%
Cn1nc(-c2ccccc2)cc1NC(=O)CCCC(=O)O	-8%	-27%	7%	0.0%	-5%	-7%	-3%	1%
CC(=O)Nc1ccc(C(=O)CSc2nnc(Cn3nnc4ccccc43)n2C)cc1	9%	-11%[46.1 µM]	0%	-0.7%	12%	2%	0%	9%
CC1(C)Oc2ccc(/C=C/C(=O)N3CCOCC3)c(O)c2C(N2CCOCC2)C1O (stereo not given)	-6%	7%	8%	0.0%	-1%	6%	-5%	-5%
COc1ccc(C2CC(=O)C(C(c3ccc(O)cc3)C3C(=O)CC(c4ccc(OC)cc4)CC3=O)C(=O)C2)cc1 (stereo not given)	-25%	-41%	-2%	-0.6%	1%	11%	0%	-9%
Nc1ncnc(Oc2ccccc2F)c1[N+](=O)[O-]	-21%	17%	-2%	1.3%	0%	-7%	-1%	5%
CCC(=O)Nc1ccc(N2CCN(Cc3ccccc3)CC2)cc1	-2%	2%[46.1 µM]	3%	0.0%	-3%	3%	5%	0%
Cc1ccc(NC(=O)COC(=O)CCc2c[nH]c(=O)[nH]2)cc1	-7%	-4%[46.1 µM]	-2%	0.0%	?	-4%	-1%	-1%
COC(=O)c1ccccc1NC(=O)CCCS(=O)(=O)c1nc(-c2ccccc2OC)cc(C(F)(F)F)n1	-5%	.	.	-1.7%	13%	-5%	-1%	.
O=C1C2Sc3[nH]c(=O)sc3C(c3ccccc3)C2C(=O)N1c1ccc(Cl)cc1 (stereo not given)	-23%	-18%[46.1 µM]	2%	-2.0%	-2%	-8%	3%	-4%
O=C(O)CC1Sc2ccccc2NC1=O (stereo not given)	-2%	3%[46.1 µM]	?	-1.0%	-2%	-12%	2%	0%
Cc1nc(NC(=S)NC(=O)c2cccs2)sc1C(=O)N(C)C	-4%	-4%[46.1 µM]	2%	3.1%	-5%	-1%	-2%	0%
C#CCOc1ccc2c(C)cc(=O)oc2c1	3%	5%[46.1 µM]	?	-3.4%	4%	0%	0%	8%
COc1cc2c(cc1OC)CN(C(=O)CCCOc1ccc(Cl)cc1Cl)CC2	-16%	?	-2%	6.4%	-5%	-14%	2%	1%
CCN1CC(CN(C)Cc2nc(Cc3ccccc3)no2)CC1=O (stereo not given)	4%	-9%	-14%	-1.5%	5%	-5%	-4%	15%
CC(=O)NCCc1nc2ccccc2[nH]1	2%	0%[46.1 µM]	10%	0.0%	0%	4%	-7%	5%
CC1(C)Cc2cccc(OCC(=O)Nc3ccccc3N3CCOCC3)c2O1	-2%	?	-8%	0.7%	8%	-1%	-1%	17%
O=C(CC1CCOCC1)Nc1ccc(Cl)c(Cl)c1	-7%	11%	3%	2.4%	3%	-11%	-1%	3%
Cc1ccc(NC(=O)c2cc(-c3ccccc3)nn2-c2ccccc2)cc1	-4%	-36%	-1%	-1.1%	4%	-3%	-1%	13%
O=C(CCCN1C(=O)CCC1=O)Nc1ccc(Cl)c(C(F)(F)F)c1	-1%	-3%[46.1 µM]	2%	0.8%	1%	6%	0%	10%
Cc1cccc(OCc2nnc(SCC(=O)Nc3ccc(C)cc3C)o2)c1	-3%	.	.	-2.9%	-11%	-4%	-3%	.
O=C(NC(=S)Nc1ccc(Br)cn1)c1cncc(Br)c1	-3%	-3%[46.1 µM]	12%	4.7%	-6%	-4%	1%	2%
Cc1noc(C(=O)NCc2ccccc2)c1Cl	-3%	-9%[46.1 µM]	6%	0.7%	3%	2%	-5%	-5%
CCCCN(C)CCC(=O)Nc1ccc2c(c1)CCC2	10%	-6%	-1%	-0.1%	6%	1%	-8%	2%
CCOC(=O)CSc1cc(CSc2ccccc2)nc(-c2ccccc2)n1	-29%	-20%[46.1 µM]	4%	-3.0%	?	7%	4%	?
Cc1cccc(S(=O)(=O)N2CCC(CO)(Cc3ccccc3)CC2)c1	-25%	41%	-7%	-4.9%	-6%	-7%	0%	7%
CCOC(=O)Cc1cc(=O)c2cc(C)ccc2[nH]1	-3%	15%	13%	-1.1%	3%	-4%	1%	9%
COC(=O)c1ccccc1C(=O)N1CCOCCN(C(=O)c2ccccc2C(=O)OC)CCOCC1	1%	21%	16%	-1.0%	7%	-16%	-1%	1%
CCOC(=O)/C(C#N)=C\c1cccnc1	1%	15%	3%	1.4%	-7%	-3%	0%	0%
CCN(CC)C(=O)CSc1nc2cccnc2n1-c1ccccc1OC	-1%	-2%[46.1 µM]	7%	0.0%	-9%	-2%	-3%	4%
Cc1nn(Cc2ccccc2)c(C)c1/C=N/NC(=O)c1cccnc1	0%	28%	-14%	0.0%	7%	13%	4%	-2%
CCC(OC(=O)c1ccco1)C(=O)NCc1ccco1 (stereo not given)	3%	-8%[46.1 µM]	1%	1.5%	-5%	6%	-1%	5%
CCc1ccc(C(=O)CSc2nnc(C)c(=O)[nH]2)cc1	4%	-15%[46.1 µM]	9%	0.0%	-1%	4%	-2%	4%
CCCn1c(OC)nc2c1c(=O)n(C)c(=O)n2C	7%	-1%[46.1 µM]	0%	0.0%	-1%	-2%	0%	13%
CC(C)NC(=O)NC(=O)CSc1nncs1	-1%	3%	9%	-0.2%	4%	-4%	-3%	4%
COc1ccc(NC(=O)Cn2nnc(C(=O)NCCc3ccccc3)c2N)cc1	2%&-11%	-8%	1%	4.9%&3.5%	2%&-2%	-5%&2%	-1%&1%	12%
CN1C=CC=C/C1=C1\SC(=S)N(C2CCCCC2)C1=O	-24%	1%[46.1 µM]	?	-0.2%	4%	-13%	3%	-29%
CC(NS(=O)(=O)c1ccc(CCC(=O)NCc2ccco2)cc1)c1ccccc1 (stereo not given)	-4%	4%	-8%	1.1%	-1%	-2%	1%	5%
O=C(N/C(=C/c1cccnc1)C(=O)N1CCOCC1)c1ccccc1Cl	2%	-9%	-3%	-1.3%	0%	0%	2%	4%
CC(C)CC(=O)N1CCN(S(=O)(=O)c2ccccc2)CC1	0%	1%[46.1 µM]	-1%	-0.7%	1%	4%	-7%	-18%
O=C(COc1ccc(Cl)cc1Cl)Nc1cccc2cccnc12	-8%	.	.	1.1%	-6%	1%	2%	.
Cc1ccc(C2CC(=O)N(Cc3ccccc3F)c3c2c(C)nn3-c2nc(C)cc(C)n2)cc1 (stereo not given)	-13%	.	.	?	0%	-5%	6%	.
OCCC1CN(Cc2cccn2-c2cccnc2)CCN1C1CCCC1 (stereo not given)	-11%	42%	3%	0.0%	-8%	5%	-1%	0%
CCc1cc2c(=O)[nH]c(N3CCOCC3)nc2s1	-8%	2%[46.1 µM]	-3%	-1.2%	-1%	-13%	-1%	11%
COc1ccccc1CN(C)CC(=O)Nc1ccc(Cl)cc1C(F)(F)F	6%	-43%	-10%	-1.9%	12%	3%	3%	7%
CN(C)c1ccc(C2Nc3ccccc3C(=O)N2CCCN2CCOCC2)cc1 (stereo not given)	-11%	-5%	-4%	-0.3%	-9%	-5%	4%	-2%
O=C(Oc1ccc2c(c1)OCO2)c1ccc(Br)c(S(=O)(=O)N2CCOCC2)c1	-17%	-18%[46.1 µM]	7%	0.0%	5%	7%	2%	-3%
COCCCn1c2nc3ccccc3nc2c2c(=O)n(-c3ccccc3OC)cnc21	-10%	-17%[46.1 µM]	5%	-1.1%	7%	3%	0%	6%
COC(=O)c1sc(N)c(C(=O)OC)c1CSc1nc2sc3c(c2c(=O)n1C)CCC3	-19%	-22%	-4%	-1.0%	-1%	-17%	-4%	10%
c1ccc2c(c1)CCN(c1nc3ccccc3n3cnnc13)C2	-24%	-9%[46.1 µM]	-1%	-0.2%	3%	3%	-4%	0%
CC(C)(C)C(=O)Nc1ccc(N2CCN(S(C)(=O)=O)CC2)cc1	-7%	15%	-8%	0.2%	2%	0%	-2%	0%
CC(C)NS(=O)(=O)c1ccc(CCC(=O)Nc2cc(Cl)ccc2Oc2ccccc2)cc1	-28%	?	5%	1.9%	3%	-5%	1%	3%
COc1ccc(OCCNC2CCCC2)cc1	3%	25%	6%	0.0%	1%	2%	-4%	-6%
O=C(/C=C/Nc1cccc([N+](=O)[O-])c1)c1cccs1	?	-18%[46.1 µM]	3%	0.8%	3%	-2%	-5%	-8%
CN1c2ccccc2C(C)(C)[C@]12C=Cc1cc(O)ccc1O2	?	13µM*	-4%	6.9%	-1%	5%	13%	-25%
CCOC(=O)C1CCCN(Cc2cn(C)nc2-c2ccc3c(c2)OCCO3)C1 (stereo not given)	-10%	-5%	12%	0.1%	-5%	0%	-1%	13%
Cc1cccc(N2CCN(S(=O)(=O)c3c(C(=O)N4CCC(C)CC4)c(C)n(C)c3C)CC2)c1C	5%	.	.	-0.3%	6%	1%	0%	.

One compound at a time, as listed above. Order of screens: Tau fluor cs, NPSR antag, GLA spleen mod, Epigenetic reg, Tau FP inhib, TRb-SRC2 inh, TexasRed fluor, CBFb-RUNX1 inh
Listed for CC(C)NS(=O)(=O)c1ccc(CCC(=O)Nc2cc(Cl)ccc2Oc2ccccc2)cc1 → -28%, ?, 5%, 1.9%, 3%, -5%, 1%, 3%
Listed for COC(=O)c1sc(N)c(C(=O)OC)c1CSc1nc2sc3c(c2c(=O)n1C)CCC3 → -19%, -22%, -4%, -1.0%, -1%, -17%, -4%, 10%
Listed for Cc1cccc(N2CCN(S(=O)(=O)c3c(C(=O)N4CCC(C)CC4)c(C)n(C)c3C)CC2)c1C → 5%, ., ., -0.3%, 6%, 1%, 0%, .

Screening data: PubChem, National Center for Advancing Translational Sciences (NCATS)

Not all compounds are listed, so the mix of outcomes need not match the whole.
